ROC1-CUL1 inh = human ROC1-CUL1 E3 ligase inhibition. in vitro K48 di-Ub FRET, acceptor:donor ratio, 45 min. AID 1347404. 140,000 compounds, 0.6% hits. inhibition, % at 10 µM. P62877+Q13616; in the data active means inhibition above about 25%
Target sequence (P62877 whole entry, looked up): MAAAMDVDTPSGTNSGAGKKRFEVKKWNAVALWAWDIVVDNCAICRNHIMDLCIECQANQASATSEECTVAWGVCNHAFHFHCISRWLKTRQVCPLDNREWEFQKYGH
Target sequence (Q13616 whole entry, looked up): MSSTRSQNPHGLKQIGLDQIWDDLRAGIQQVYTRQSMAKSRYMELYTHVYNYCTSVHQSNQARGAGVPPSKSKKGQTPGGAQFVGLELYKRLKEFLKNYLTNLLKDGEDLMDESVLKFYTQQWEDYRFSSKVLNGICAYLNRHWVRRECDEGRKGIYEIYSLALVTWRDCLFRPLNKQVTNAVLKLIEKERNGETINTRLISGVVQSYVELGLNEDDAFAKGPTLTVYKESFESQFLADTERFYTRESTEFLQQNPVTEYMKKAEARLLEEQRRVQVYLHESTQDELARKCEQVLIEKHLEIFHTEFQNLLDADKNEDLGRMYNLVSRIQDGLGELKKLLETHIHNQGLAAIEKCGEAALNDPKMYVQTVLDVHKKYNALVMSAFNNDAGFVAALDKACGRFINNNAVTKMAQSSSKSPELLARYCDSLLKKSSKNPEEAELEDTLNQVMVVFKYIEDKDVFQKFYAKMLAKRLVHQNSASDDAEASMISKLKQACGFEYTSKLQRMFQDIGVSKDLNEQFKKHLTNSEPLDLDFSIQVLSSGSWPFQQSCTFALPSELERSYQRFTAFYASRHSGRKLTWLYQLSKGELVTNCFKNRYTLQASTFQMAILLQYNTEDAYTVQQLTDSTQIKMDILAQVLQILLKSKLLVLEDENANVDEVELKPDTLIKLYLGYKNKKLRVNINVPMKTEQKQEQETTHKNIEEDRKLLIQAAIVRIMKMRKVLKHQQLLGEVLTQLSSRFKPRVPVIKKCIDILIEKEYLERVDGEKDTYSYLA
Starred values were filed as active, the others as inactive. Not all compounds are listed. The share of hits here may be higher or lower than overall.

SMILES	ROC1-CUL1 inh
CC(=O)c1ccc(N2CCN(C(=O)Nc3cccc(F)c3)CC2)cc1	4
O=C(NCC1CCCO1)c1ccc(-c2ccccc2)cc1 (stereo not given)	0
NCCn1cc(C(=O)N2CCc3[nH]nc(CC4CCCCC4)c3C2)nn1	7
CCN(CC)CCOC(=O)c1ccc(NC(=O)c2cc3c(s2)-c2ccccc2OC3)cc1	-11
O=C(O)CCC/C=C\C[C@@H]1[C@@H](/C=C/C2(COc3cccc(Cl)c3)OCCO2)[C@H](O)C[C@H]1O	3
COc1ccccc1CNS(=O)(=O)c1ccc2c(c1)CC(C)N2C(=O)C1CCC1 (stereo not given)	0
CN(C)c1ccc(C(c2cn(C)c3ccccc23)c2cn(C)c3ccccc23)cc1	10
CCCOc1ccc(CC2=NC(C)=C(C(=O)OCC)C2=O)cc1OCC	-9
Cc1[nH]nc(N)c1N=Nc1ccc(Br)cc1	7
COc1cccc(NC(=O)C(=O)NCC(c2ccc3c(c2)OCO3)N2CCN(C)CC2)c1 (stereo not given)	0
Cc1ccc(C)c(C(=O)C2C(=O)C(=O)N(c3nnc(C)s3)C2c2ccc(C(C)C)cc2)c1 (stereo not given)	-1
Cc1cccc(NS(=O)(=O)c2ccc3oc(=O)c4ncn(C)c4c3c2)c1C	0
CCc1ccc(NC(=O)c2ccc3c(c2)nnn3CC)cc1	8
COC(=O)C(Cc1ccc(OC(F)(F)F)cc1)=NC(=O)c1ccccc1	4
O=C1c2ccccc2C(=O)N1C/C=C/CS(=O)(=O)c1ccccc1	1
Cc1cc(NC(=O)C2CCN(S(=O)(=O)c3ccc(Br)s3)CC2)ccc1Br	-3
CCOc1ccc(NC(=O)CSc2nnc(Cc3ccccc3)n2C)cc1	-1
COC(=O)CCC(=O)NC1CC(C)(C)Cc2nc(C(C)(C)C)ncc21 (stereo not given)	1
COC(=O)C1CCCCN1C(=O)c1ccc(OC2CCN(C(=O)C3CC3)CC2)cc1 (stereo not given)	2
Cc1ccc2c(c1)C(C)CC(C)(C)N2C(=O)CSc1nc(C)cc(C)n1 (stereo not given)	-3
Cc1ccccc1-c1noc(-c2ccc(NCC3CCCO3)c([N+](=O)[O-])c2)n1 (stereo not given)	3
COc1cccc(C2C(C(=O)Nc3ccc(C)cc3C)C(C)=Nc3c(C(=O)Nc4ccccc4)cnn32)c1 (stereo not given)	-6
Cc1cc(OCCCCN2CCCC2)ccc1Cl	2
CCN1CCC(C(=O)NCc2cccnc2Oc2cccc(C(F)(F)F)c2)CC1	0
CCCNc1ncnc2ccc(I)cc12	3

Reprinted from the part before: 5 compounds, followed by the next part.
SMILES	ROC1-CUL1 inh
Cc1ccccc1-c1noc(-c2ccc(NCC3CCCO3)c([N+](=O)[O-])c2)n1 (stereo not given)	3
COc1cccc(C2C(C(=O)Nc3ccc(C)cc3C)C(C)=Nc3c(C(=O)Nc4ccccc4)cnn32)c1 (stereo not given)	-6
Cc1cc(OCCCCN2CCCC2)ccc1Cl	2
CCN1CCC(C(=O)NCc2cccnc2Oc2cccc(C(F)(F)F)c2)CC1	0
CCCNc1ncnc2ccc(I)cc12	3
O=C(NC1CCCC1)c1ncn[nH]1	5
O=C(NCc1ccc(F)cc1)C1CCN(C(=O)c2cnn(-c3ccccc3)c2-n2cccc2)CC1	0
CC(C)C(C)Nc1ccc(C(=O)N2CCC(Oc3cccnc3)CC2)cn1 (stereo not given)	0
CCN(CC)C(=O)C1CCN(c2nc3nonc3nc2NC2CCCC2)CC1	1
Cc1ccc(-c2ccc(=O)n(CC(=O)Nc3ccc(F)c(Cl)c3)n2)cc1C	-2
CCN=C1S/C(=C/c2ccc(-c3ccc(C(=O)OC(C)C)cc3)o2)C(=O)N1CC	8
COc1ccc2c(=O)cc(-c3ccccc3)n(C)c2c1	5
O=C(CS(=O)(=O)Cc1ccccc1)N1CCN(c2cccc(Cl)c2)CC1	6
Cc1ccc(NS(=O)(=O)c2cc(-c3cnc(C4CC4)o3)ccc2C)cc1Cl	-12
CCn1nc(C)c(-c2ccccc2OC(=O)c2ccccc2)c1-c1ccco1	-11
CCN1N=C(C)C(C)n2c1nc1c2c(=O)n(CC)c(=O)n1C (stereo not given)	-11
Cc1n[nH]c(=S)n(N2C(=O)CCC2=O)c1=O	-12
Cc1ccc(N2C(=O)c3ccc(Cl)cc3C2=O)cc1Br	-4
CC(=O)N[C@@H](CC(C)C)C(=O)NCc1cccnc1N(C)C	-4
COc1ccc(N2CCN(C(=O)C3CCC3)CC2)cc1	0
COC(=O)C1=NN(c2ccccc2)C2(S1)S/C(=C\c1ccccc1)C(=O)N2c1ccccc1 (stereo not given)	7
Cc1ccn(CCC(=O)N2CCc3[nH]nc(-c4cc(C)on4)c3C2)n1	3
Cc1ccc(NC(=O)Nc2cccc(C)n2)cc1	6
Cc1nn(C)c2c1c(C(F)(F)F)cc(=O)n2CC(=O)N1CCCCC1	-5
CCOC(=O)c1c(C)oc2nc(C)nc(N(CC(C)C)CC(C)C)c12	5
O=C1NC(=S)NC(=O)C1=Cc1cc(Br)c(Sc2ccc(Cl)cc2)o1	10
CCN(Cc1ccncc1)C(=O)c1coc(CN2CCN(Cc3ccccc3)CC2)n1	4
CCC(C)NS(=O)(=O)c1ccc(C)cc1 (stereo not given)	0
CCCCC(C(=O)OCC(=O)c1ccc([N+](=O)[O-])cc1)N1C(=O)c2ccccc2C1=O (stereo not given)	-3
O=C(Cc1cccnc1)N1CCC2(CCCN(CCC3CCCCC3)C2=O)C1 (stereo not given)	1

No new results follow: entries from further up.
SMILES	ROC1-CUL1 inh
O=C1NC(=S)NC(=O)C1=Cc1cc(Br)c(Sc2ccc(Cl)cc2)o1	10
CCN(Cc1ccncc1)C(=O)c1coc(CN2CCN(Cc3ccccc3)CC2)n1	4
CCC(C)NS(=O)(=O)c1ccc(C)cc1 (stereo not given)	0
CCCCC(C(=O)OCC(=O)c1ccc([N+](=O)[O-])cc1)N1C(=O)c2ccccc2C1=O (stereo not given)	-3
O=C(Cc1cccnc1)N1CCC2(CCCN(CCC3CCCCC3)C2=O)C1 (stereo not given)	1

More entries follow.
SMILES	ROC1-CUL1 inh
COc1cc(S(=O)(=O)n2cnc(C)c2)ccc1Br	-4
O=S(=O)(Nc1cccc2cccnc12)N1CCOCC1	-9
O=C(c1ccc(Cl)cc1)N1N=C(c2ccc([N+](=O)[O-])cc2)CC1(O)C(F)(F)F (stereo not given)	-1
Cc1ccccc1OCc1nnc(SCC2=Nc3ccc(F)cc3C(=O)C2)n1C	7
COc1ccc(N2C=C3C(=O)c4ccccc4OC3SCC2=O)cc1 (stereo not given)	-13
CO[C@H]1[C@H](NC(=O)c2ccccn2)c2ccccc2C12CCN(C(=O)CC1=CCCCC1)CC2	-2
COc1ccc(Nc2ncnc3onc(C)c23)cc1Cl	1
Fc1ccc(Nc2c3c(nc4ccccc24)CCC3)cc1	3
Cc1c(C)n2c3c(=O)n(C)c(=O)n(C)c3nc2n1Cc1ccco1	2
C=C(C)COc1ccccc1NC(=O)c1ccccc1OCC	12
COc1ccccc1-c1cnn(CC(=O)Nc2c(-c3ccccc3)cnn2C)c1	-4
CCC1(C2CCN(C(=O)c3ccccc3C(F)(F)F)CC2)NC(=O)N(Cc2ccccn2)C1=O (stereo not given)	-5
COc1ccc(-c2noc(COc3ccc(C)cc3C)n2)cc1OC	-6
CCN(C(=O)C1CCCN(c2ncnc3c2nc2n3CCCCC2)C1)c1cccc(Cl)c1 (stereo not given)	-3
C/C(=N/NC(=O)c1ccc(O)cc1O)c1ccco1	-1
COc1cc(/C=c2/sc3nc4ccccc4n3c2=O)cc(Br)c1OCc1cccc2ccccc12	2
CCCC(=O)Nc1c(Cl)cccc1C(=O)O	-6
COc1cc(NC(C)CCCN)c2ncccc2c1Oc1ccccc1 (stereo not given)	-1
CCOC(=O)c1cc(-c2ccccc2)n(-c2cccc(C(=O)Nc3cccc(C(C)=O)c3)c2)c1C	-1
COC(=O)c1c(-c2cccc3ccccc23)csc1NC(=O)Cc1ccccc1	3
CCOC(=O)C1(CC2CCCCO2)CCN(S(=O)(=O)c2ccc(F)cc2Cl)CC1 (stereo not given)	8
CCn1cc([N+](=O)[O-])c(C(=O)N2N=C3/C(=C/c4ccc(N5CCOCC5)cc4)CCCC3C2c2ccc(N3CCOCC3)cc2)n1 (stereo not given)	5
COc1ccc(C(=O)NCC(c2ccc(Cl)cc2)N2CCCCC2)cc1 (stereo not given)	2
COc1cccc(-c2n[nH]c3c2CN(c2nccc(N4CCCC(O)C4)n2)CC3)c1 (stereo not given)	4
Cc1cc(C)cc(-n2ccn(Cc3ccccc3C)c(=O)c2=O)c1	0

Random excerpt: 3 records from the list
SMILES	ROC1-CUL1 inh
COc1cc(S(=O)(=O)n2cnc(C)c2)ccc1Br	-4
CCC1(C2CCN(C(=O)c3ccccc3C(F)(F)F)CC2)NC(=O)N(Cc2ccccn2)C1=O (stereo not given)	-5
O=C(c1ccc(Cl)cc1)N1N=C(c2ccc([N+](=O)[O-])cc2)CC1(O)C(F)(F)F (stereo not given)	-1

Returning to the listing with the 6 entries that preceded the break.
SMILES	ROC1-CUL1 inh
COC(=O)c1c(-c2cccc3ccccc23)csc1NC(=O)Cc1ccccc1	3
CCOC(=O)C1(CC2CCCCO2)CCN(S(=O)(=O)c2ccc(F)cc2Cl)CC1 (stereo not given)	8
CCn1cc([N+](=O)[O-])c(C(=O)N2N=C3/C(=C/c4ccc(N5CCOCC5)cc4)CCCC3C2c2ccc(N3CCOCC3)cc2)n1 (stereo not given)	5
COc1ccc(C(=O)NCC(c2ccc(Cl)cc2)N2CCCCC2)cc1 (stereo not given)	2
COc1cccc(-c2n[nH]c3c2CN(c2nccc(N4CCCC(O)C4)n2)CC3)c1 (stereo not given)	4
Cc1cc(C)cc(-n2ccn(Cc3ccccc3C)c(=O)c2=O)c1	0
CNC(=O)c1ccccc1NC(=O)NC1CCCCC1	5
CC(C)(C)C1CCC(OCC(O)CN2CCC(CN3C(=O)c4cccc5cccc(c45)C3=O)CC2)CC1 (stereo not given)	11
COc1ccc(Cn2ccn(CC(=O)Nc3cc(C)ccc3C)c(=O)c2=O)cc1	5
COc1ccc(NC(=O)c2ccccc2NC(=O)/C=C\C(=O)O)cc1	6
CCCCNC(=O)c1cnc2c(-c3ccc(OCC)c(OCC)c3)c(C)nn2c1-c1ccccc1	-9
Cc1cccc(Nc2ncc3c(n2)CC(c2ccccc2O)CC3=O)c1 (stereo not given)	2
c1ccc2c(c1)c1ccccc1n2-n1c2ccccc2c2ccccc21	-1
CC(=O)N1CCN(S(=O)(=O)c2ccc(CC(C)C)cc2)CC1	4
CC1CN(CC(=O)NCc2nc(-c3ccccc3)cs2)Cc2cc(Cl)ccc2O1 (stereo not given)	1
Cc1cc(C(F)(F)F)n2nc(N)c(N=Nc3ccccc3)c2n1	0
O=C(CCC1CCCC1)Nc1cccc(Cl)c1	4
Cc1ccc(S(=O)(=O)N2CCN(S(=O)(=O)N3CCCCCC3)CC2)cc1	1
COc1ccc(Nc2ncc3c(n2)CCN(C(=O)OC(C)(C)C)C3)cc1	0
CN(Cc1ccccc1)C(Cc1ccccc1)C(=O)O (stereo not given)	-3
COC(=O)C(NC(=O)c1ccc(Cl)cc1)C12CC3CC(CC(C3)C1)C2 (stereo not given)	1
CC1=C([N+](=O)[O-])C(c2ccccc2[N+](=O)[O-])N(C)C(=O)N1C (stereo not given)	2
COc1ccc(-c2c(C)nn3c4c(nnc23)C(=O)CC(C)(C)C4)cc1	2
COc1ccc(C(=O)Nc2cccc(Cl)c2C)cc1OC	-3
Cc1occc1C(=O)NNS(=O)(=O)c1ccc(Cl)cc1	-4
CCCCCCCCn1c(SCC(=O)N2CCOCC2)nc2c1c(=O)n(C)c(=O)n2C	-4
CC(C)CC(C(=O)OCC(=O)c1ccc(F)cc1)N1C(=O)c2ccccc2C1=O (stereo not given)	-4
O=C(Cc1ccc2c(c1)OCO2)c1cc2c(cc1Br)OCO2	2
COc1ccc(-c2noc(-c3ccccc3OCC(=O)Nc3ccc(C(C)=O)cc3)n2)cc1	7
CN1C(=O)C2(NN=C(c3cccc4ccccc34)S2)c2ccccc21 (stereo not given)	-1
CCCCc1nn2c(C)c(-c3ccc(OCC)cc3)nc2s1	1

Further entries:
SMILES	ROC1-CUL1 inh
COc1ccc(-c2nc(C(C)=O)c(C)o2)cc1	1
CCCN1CCC(NC(=O)c2cc(Cl)ccc2Cl)CC1	9
Cc1cccc(C(=O)Nc2sc3c(c2C(=O)N2CCCCC2)CCC(C)C3)c1 (stereo not given)	3
CCOC(=O)C1(CC2CC2)CCN(C(=O)CCn2c(C)nc3ccccc32)CC1	4
C(=NCc1ccccc1)c1c2n(c3ccccc13)CCCN2	13
CC(=O)OCc1cnc(C)c2oc(=O)c(C(=O)Nc3ccc(F)cc3C)cc12	-16
COC(=O)c1sccc1NC(=O)CCCOc1ccc(Cl)cc1C	2
O=C(NCc1cc(=O)[nH]cn1)c1ccccc1-c1nc(-c2ccccc2)no1	5
O=C(c1ccccc1)c1ccc2c3c(cccc13)CC2	-5
Cc1ccc(F)cc1NC(=O)CN1CCN(c2ccccc2F)CC1	2
Cc1cn2c3c(=O)[nH]c(=O)n(C)c3nc2n1-c1ccccc1O	4
CC(=O)c1ccc(N=c2oc3ccccc3cc2-c2nc3ccccc3[nH]2)cc1	-3
Cc1ccc(S(=O)(=O)Oc2ccc(C)cc2/C=N/N=C2\NC(=O)C(C)S2)cc1 (stereo not given)	-3
COc1cccc(-c2cnc(-c3ccncc3)nc2C2CCN(Cc3cc(OC)ccc3OC)CC2)c1	17
Cc1cc(C)cc(NC(=O)Cc2csc(C)n2)c1	-2
Cc1ccc(C(=O)C2C(=O)C(=O)N(c3nccs3)C2c2cccc(OCc3ccccc3)c2)o1 (stereo not given)	16
COc1cccc(CCC2CCCN(C(=O)CN3CCCC3=O)C2)c1 (stereo not given)	-8
COC(=O)C(OC(=O)c1ccc([N+](=O)[O-])cc1)C(=O)OC	-6
CC(=O)c1c(C)nn(S(=O)(=O)c2ccc(Cl)cc2)c1C	-8
CO[C@H]1[C@H](NC(=O)c2ccncc2)c2ccccc2C12CCN(C(=O)C1(C)CCCCC1)CC2	3
O=C(Cn1cc(C(=O)c2ccccc2)c(=O)c2cc3c(cc21)OCCO3)Nc1ccc(F)c(F)c1	-7
CCC(C(=O)NCc1ccccn1)c1ccccc1 (stereo not given)	5

From PubChem BioAssay
